Source: PubChem BioAssay
aSyn 5UTR inh = 5' untranslated region of α-synuclein, MLPCN primary screen; alpha-synuclein 5'UTR reporter, inhibitor activity; inhibition, % (tested at 7.5 µM); 300,000 compounds, 0.82% hits; AID 1813; in the data active = inhibition above about 60%; inconclusive = no clear call, values can overlap the other calls;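 also: H4 neuroglioblastoma cells stably carrying SNCA 5'UTR luciferase fusion; 0% = DMSO wells and 100% = positive control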
IEC-6 cytotox = IEC-6 cytotoxicity, counter-screen for KLF5 inhibitors; luminescence viability; inhibition, % at 5 µM; 290,000 compounds, 0.78% hits; in the data active = inhibition above about 22%;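 also: 0% = plate median of test compound wells and 100% = cytotoxic reference compound wells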
HSF-1 act = increases HSF-1 driven luciferase reporter signal | NIH3T3-HGL HSF-1 luciferase reporter, MG132, 8 h; 100% = twice DMSO control signal | activation, % at 9 µM | 300,000 compounds, 1.7% hits;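 active = mean replicate activation of at least 50% with a set share of replicates each reaching 50%; inconclusive = only one of those two conditions met; inactive = mean below 50% and too few replicates reaching it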;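 also: 0% = median of the neutral control wells and 100% = twice that signal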
Platelet DG rel = platelet dense granule release activity. AID 1663. inhibition, %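 (compounds screened at 7.5 µM in platelet-rich plasma)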. 300,000 compounds, 0.22% hits. human platelet-rich plasma, SFLLRN dense granule ATP release, luminescence;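 active = mean replicate score, as percent of positive control, at or above 50; inconclusive = mean below 50 but at least one replicate at or above 50; inactive = mean and every replicate below 50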
Dyrk1A ADPGlo = Dyrk1A (rat) kinase inhibition; ADP-Glo luminescence, NFATc1 peptide; AID 504441; Q63470; inhibition, % at 12.5 µM; 310,000 compounds, 0.43% hits; in the data active = inhibition above about 50%;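 also: plate controls were vehicle with enzyme for no effect and no enzyme for full effect; many of its hits are not listed in these tables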
KLF5 inh = suppresses KLF5 promoter-driven expression. AID 1700. 290,000 compounds, 0.23% hits. inhibition, % at 5 µM. DLD-1 KLF5 promoter-luciferase reporter, luminescence;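 active = inhibition above a per-plate limit of that plate's mean compound inhibition plus 3 SD, cut at about 60% in these data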;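 also: 0% = DMSO wells and 100% = LY294002 at 200 µM; higher means less KLF5 promoter-driven luciferase light; inactives centre near -14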
GSK3B inh = blocks human GSK3beta kinase activity | P49841 | GST-GSK3beta kinase, ADP-Glo luminescence, 60 min; hits give low values | activity score (negative = inhibition), % at 10 µM | 300,000 compounds, 0.038% hits | AID 2097;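 active = more than half of replicate wells score below -50%, meaning over 50% inhibition versus plate controls; inconclusive = some replicates but at most half score below -50%; inactive = no replicate scores below -50%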;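 also: 0% = median DMSO wells and -100% = median GW8510 positive control wells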
Target sequence (P49841 whole entry, looked up): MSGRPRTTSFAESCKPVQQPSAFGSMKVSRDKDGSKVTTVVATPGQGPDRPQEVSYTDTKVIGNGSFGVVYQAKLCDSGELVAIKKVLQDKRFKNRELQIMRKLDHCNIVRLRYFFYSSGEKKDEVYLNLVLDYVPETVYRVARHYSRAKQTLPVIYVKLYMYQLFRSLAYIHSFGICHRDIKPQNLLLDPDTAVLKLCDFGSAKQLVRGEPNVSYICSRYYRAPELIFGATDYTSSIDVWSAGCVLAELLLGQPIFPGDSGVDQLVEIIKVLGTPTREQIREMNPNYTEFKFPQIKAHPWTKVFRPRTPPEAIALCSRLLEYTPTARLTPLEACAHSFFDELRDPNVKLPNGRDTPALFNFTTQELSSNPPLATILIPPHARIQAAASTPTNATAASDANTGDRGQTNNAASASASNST
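Assay system: GST-tagged human GSK3beta kinase, cell-free; Input: 1.6 ng GSK3beta; Medium: Tris/MgCl2 kinase buffer; Timing: 60 min enzyme reaction, room temperature; Signal: ADP-Glo luminescence quantifying ADP generated by kinase; Evaluation: score relative to plate controls; Benchmarks: DMSO neutral wells and GW8510 at 20 µM as positive.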
HSF1 inhib = HSF1 inhibition; activity change, negative = inhibition, % at 7.5 µM (by protocol); AID 2098; NIH3T3-HGL HSE-luciferase, MG132-induced, luminescence 8 h; hits give low values; 300,000 compounds, 0.77% hits;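 active = more than half of replicate wells show activity change below -50%, luminescence cut by over half; inconclusive = some wells, but at most half, below -50%; inactive = no replicate well below -50%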;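 also: luciferase reports HSF-1 transcriptional activity via heat shock element; 0% = median of DMSO wells and -100% = zero luminescence signal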
GSK3A inh = inhibitors of human GSK-3 alpha kinase | P49840 | ADP-Glo luminescence, 60 min | 320,000 compounds, 0.1% hits | inhibition, % at 10 µM;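 in the data active = inhibition above about 50%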;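 also: GST-tagged GSK-3 alpha with peptide substrate and 25 µM ATP; 0% = DMSO neutral wells and 100% = GW8510 positive control wells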
Target sequence (P49840 whole entry, looked up): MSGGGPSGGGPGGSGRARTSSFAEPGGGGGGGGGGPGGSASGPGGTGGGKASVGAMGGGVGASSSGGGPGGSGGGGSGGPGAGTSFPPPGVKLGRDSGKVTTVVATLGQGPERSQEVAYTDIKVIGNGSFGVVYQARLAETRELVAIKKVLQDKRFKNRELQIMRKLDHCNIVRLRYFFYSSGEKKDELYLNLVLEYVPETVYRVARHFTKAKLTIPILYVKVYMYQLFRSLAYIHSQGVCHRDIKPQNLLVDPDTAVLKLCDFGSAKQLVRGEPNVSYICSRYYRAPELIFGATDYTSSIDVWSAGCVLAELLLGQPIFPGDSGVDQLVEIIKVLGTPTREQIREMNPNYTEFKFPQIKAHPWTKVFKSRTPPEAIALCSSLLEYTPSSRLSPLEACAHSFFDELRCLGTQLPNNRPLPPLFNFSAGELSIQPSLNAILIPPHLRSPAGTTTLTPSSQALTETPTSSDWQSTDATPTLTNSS
HSP90 refold inh = inhibitors of HSP90 luciferase refolding in rabbit reticulocyte lysate; luciferase refolding luminescence, 3 h; inhibition, % at 5.6 µM; 290,000 compounds, 0.91% hits; AID 1789;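 active = inhibition above the screen-wide mean plus 3 SD, computed separately per campaign, cut at about 16% in these data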;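 also: 0% = DMSO wells and 100% = 60 µM geldanamycin wells; inhibitors lower the luminescence because luciferase stays unfolded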
An asterisk follows results filed as active; ? = inconclusive; . = not tested or not shown. This is a subset, so the mix of outcomes need not match the whole.

SMILES	aSyn 5UTR inh	IEC-6 cytotox	HSF-1 act	Platelet DG rel	Dyrk1A ADPGlo	KLF5 inh	GSK3B inh	HSF1 inhib	GSK3A inh	HSP90 refold inh
CC1(C(=O)NCc2ccc(F)cc2)Oc2ccccc2NC1=O (stereo not drawn)	4	-5	-5	-1	.	-16	6	0	.	-4
Cc1scc(C(=O)N/N=C/c2ccc(OCC(C)C)cc2)c1C	-15	6	-20	-2	6	-86	-3	-2	-2	2
COc1cc2c(cc1OC)C(c1ccccc1F)NCC2 (stereo not drawn)	-9	-2	-7	1	2	-13	3	0	-2	1
CCOC(=O)c1cc(-c2ccc(C)c([N+](=O)[O-])c2)nc2c1c(=O)n(C)c(=O)n2C	11	-2	0	-1	.	-28	-1	-3	-1	-4
COc1ccccc1CCC(=O)Nc1ccc(S(=O)(=O)Nc2nccs2)cc1	10	.	-28	-6	1	.	-1	-17	-1	.
Cc1nc(C(=O)NNC(=O)c2ccccc2)c(C(F)(F)F)o1	-11	0	-4	13	4	5	1	-8	-2	0
Nc1nc2ccc(C(=O)N3CCCCC3)cc2s1	-8	4	1	-4	-8	-11	-1	4	-1	0
CCc1cc2c(SCC(=O)Nc3ncc(Cl)c(C)c3Cl)ncnc2s1	-10	-2	2	0	-2	-12	-1	11	-2	2
CCOc1ccc(CNC(=O)CCCC(=O)n2nc(C)c3ccccc32)cc1	-20	1	6	1	-3	-14	0	-3	.	-1
Cc1cc(=O)n2[nH]c(-c3cccc(Cl)c3)cc2n1	-79	7	32	4	32	-69	-1	9	2	-5
Cn1ncc2c(Nc3ccccc3Cl)nc(Nc3ccccc3Cl)nc21	34	-11	-6	3	5	-10	-2	-6	1	4
COc1ccc(-c2ccc(=O)n(CC(=O)Nc3ccc4c(c3)OCCO4)n2)cc1	4	-8	-3	-2	3	-12	-1	2	-1	-1
O=C(C1CC(c2ccccc2O)=NO1)N1CCCC1 (stereo not drawn)	-36	0	10	-1	5	-45	2	0	-3	-4
O=C(NC(=S)Nc1ccccc1N1CCOCC1)c1ccc([N+](=O)[O-])cc1	-2	-6	-43	1	-1	-34	-1	-33	-1	-4
CNC(=S)N/N=C/c1ccc2c(c1)OCCO2	-73	4	18	6	-75	-40	-1	9	.	-4
O=C(NCC1CCCO1)C1CCCN1C(=O)Nc1ccccc1[N+](=O)[O-] (stereo not drawn)	6	2	-3	-7	12	2	2	-6	-3	4
COC(=O)CN1C(=O)Nc2ccc(Br)cc2C1c1ccccc1Cl (stereo not drawn)	29	-3	12	-16	0	-24	3	10	0	-1
CCOc1ccc(Br)cc1S(=O)(=O)Nc1ccc(NC(=O)c2ccccc2C)cc1	21	-6	15	3	3	7	-3	0	0	-4
O=C(CN1C(=O)NC2(CCc3ccccc32)C1=O)c1ccc(F)c(F)c1 (stereo not drawn)	-1	.	13	-27	1	.	4	-5	-2	.
O=S(=O)(NNc1nccc(C(F)(F)F)n1)c1cccc(Cl)c1Cl	2	0	-5	1	23	-13	0	4	-1	0

Just HSF-1 act, for some of the entries so far:
smiles | HSF-1 act
O=C(NC(=S)Nc1ccccc1N1CCOCC1)c1ccc([N+](=O)[O-])cc1 | -43
CNC(=S)N/N=C/c1ccc2c(c1)OCCO2 | 18

Other compounds follow.
SMILES	aSyn 5UTR inh	IEC-6 cytotox	HSF-1 act	Platelet DG rel	Dyrk1A ADPGlo	KLF5 inh	GSK3B inh	HSF1 inhib	GSK3A inh	HSP90 refold inh
C[C@@H]1NC(=O)c2cc([N+](=O)[O-])cc(I)c2OCC[C@@H](C(=O)NC(CC(=O)O)C(N)=O)NC(=O)[C@H](CC(N)=O)NC1=O (stereo partly drawn)	.	4	.	.	.	-3	.	.	0	-2
CN(C)S(=O)(=O)c1ccc(NC(=O)CN2CCN(c3ccccn3)CC2)cc1	1	-8	-20	0	-7	-17	-2	2	-1	-3
Cc1cc(-c2ccc(C(C)C)c(S(=O)(=O)N3CCOc4ccccc43)c2)on1	7	10	-2	9	-1	-11	1	7	-3	3
Cc1nn(CC(=O)NCC2CCCO2)c(=O)c2ccccc12 (stereo not drawn)	4	-1	-2	-7	5	-7	-4	5	0	7
Cn1nc([N+](=O)[O-])nc1Sc1cccc2cccnc12	-4	6	4	0	-5	-13	2	4	1	-1
O=C1CC(c2ccccc2)CC(O)=C1C=NCCN1CCN(C(=O)Nc2ccccc2)CC1 (stereo not drawn)	0	1	30	0	11	-50	1	-5	-1	-1
CC1CCc2c(sc(NC(=O)c3c([N+](=O)[O-])cnn3C)c2C(N)=O)C1 (stereo not drawn)	.	8	.	.	-3	-22	-17	.	.	-1
O=C1C2ON(c3ccccc3)C(c3cccnc3)C2C(=O)N1Cc1ccccc1 (stereo not drawn)	-2	1	11	2	1	6	-25	1	-4	3
COc1ccc(C(=O)N2CCN(c3ccc(NC(=O)c4cccnc4)cc3)CC2)cc1	11	7	-7	4	-6	-4	-8	1	15	4
CCc1ccc(C(=O)COC(=O)c2cccs2)cc1	-139	0	23	.	-1	-90	-2	26	3	-2
Cc1ccc2c(c1)N(C(=O)CCC(=O)N1CCc3ccccc3C1)CCO2	23	2	13	4	-4	-14	1	1	3	-2
Cc1cc(NCCCN(C)C)n2nc(-c3cccs3)cc2n1	-48	-2	-22	-2	-8	-29	1	-2	-3	0
c1ccc(CCNCCOc2ccccc2)cc1	-1	-8	1	-4	-4	-5	-2	-8	0	-3
O=S1(=O)CCC(N2CCOCC2)C1 (stereo not drawn)	-10	2	29	-1	3	-27	2	10	-2	-4
O=S(=O)(NC1=NCCCCC1)c1ccc2ccccc2c1	-47	-3	18	12	-7	-30	-3	4	-2	-3
COc1cccc(N(CC(=O)Nc2ccccc2C)S(C)(=O)=O)c1	5	-1	5	0	-10	-20	5	2	0	-3
CS(=O)(=O)Nc1cccc(C2=NN(C(=O)CCC(=O)O)C(c3cccs3)C2)c1 (stereo not drawn)	-7	4	40	0	0	-37	-4	1	0	-1
NS(=O)(=O)c1ccc(CNS(=O)(=O)c2cc(C(=O)O)ccc2Cl)cc1	0	-1	17	-1	-3	-20	-3	-4	0	-3
O=C(Nc1ccccc1C(=O)N/N=C/c1ccccc1)c1ccco1	-16	2	25	17	2	-43	2	8	5	6
O=C(Cn1cnc2ccccc2c1=O)NC1CCCc2ccccc21 (stereo not drawn)	7	-2	8	12	-3	-18	1	0	1	1

Exported bar-delimited: entries from further up
SMILES | aSyn 5UTR inh | IEC-6 cytotox | HSF-1 act | Platelet DG rel | Dyrk1A ADPGlo | KLF5 inh | GSK3B inh | HSF1 inhib | GSK3A inh | HSP90 refold inh
CS(=O)(=O)Nc1cccc(C2=NN(C(=O)CCC(=O)O)C(c3cccs3)C2)c1 (stereo not drawn) | -7 | 4 | 40 | 0 | 0 | -37 | -4 | 1 | 0 | -1
O=C(Nc1ccccc1C(=O)N/N=C/c1ccccc1)c1ccco1 | -16 | 2 | 25 | 17 | 2 | -43 | 2 | 8 | 5 | 6
O=S1(=O)CCC(N2CCOCC2)C1 (stereo not drawn) | -10 | 2 | 29 | -1 | 3 | -27 | 2 | 10 | -2 | -4
c1ccc(CCNCCOc2ccccc2)cc1 | -1 | -8 | 1 | -4 | -4 | -5 | -2 | -8 | 0 | -3

(cont.)
SMILES	aSyn 5UTR inh	IEC-6 cytotox	HSF-1 act	Platelet DG rel	Dyrk1A ADPGlo	KLF5 inh	GSK3B inh	HSF1 inhib	GSK3A inh	HSP90 refold inh
COC(=O)c1sccc1N/N=C/c1cccc(Oc2ccccc2)c1	-64	0	-53	10	10	-37	0	-39	-3	17*
CCOC(=O)C1=C(C)NC(=O)/C1=C\N(C)C	-3	-3	-13	2	0	-29	-1	0	-2	-1
Cc1ccc2[nH]c(=O)c(C(c3nnnn3C(C)(C)C)N3CCN(C(=O)c4ccco4)CC3)cc2c1 (stereo not drawn)	10	-10	5	-8	0	-6	3	-2	-7	-1
CS(=O)(=O)N(CCc1ccccc1)CC(=O)N1CCN(c2ccccc2)CC1	15	-1	7	-3	-1	2	-4	-5	-1	-2
COc1ccc(-c2cc(C)no2)cc1S(=O)(=O)NCC1CCN(Cc2cc(C)ccc2C)CC1	-12	-5	-3	-2	-2	-45	-1	1	-2	-6
O=C(COC(=O)Cc1ccccc1[N+](=O)[O-])NCc1ccc(F)cc1	-12	0	.	-5	4	2	0	.	-1	3
CCOC(=O)c1c(-c2ccccc2)csc1NC(=O)C1CCCO1 (stereo not drawn)	2	-6	-1	-9	5	-21	-1	-3	-4	-3
CC(=O)Nc1cccc(C(=O)OCC(=O)Nc2c(C)nn(-c3ccccc3)c2C)c1	9	.	3	3	-5	.	5	-1	1	.
Cc1ccc(NC(=O)NC(=O)c2cnccc2C(F)(F)F)c(C)c1	-9	4	30	7	-14	-27	-1	2	-1	4
Cc1ccc(C)c(C(=O)CSc2nnnn2C(C)C)c1	-65	7	13	-8	5	-19	-1	11	-2	0
Cc1cccc(N2C(=O)C(Cl)=C(N3CCOCC3)C2=O)c1	-6	2	-3	13	7	-18	2	-2	5	2
COc1ccc(-c2noc(CCC(=O)NC3CCCCC3)n2)cc1OC	-4	-4	2	5	-4	-17	4	3	-3	-5
Cc1ccnc(NC(=O)CCCc2c[nH]c3ccccc23)c1	-4	3	7	11	-2	-42	0	-1	0	-5
C=CCOc1c(Br)cc(CNn2c(C)n[nH]c2=S)cc1OCC	0	3	24	6	5	-29	0	-1	3	1
COc1ccc(S(=O)(=O)N2CCCC(C(=O)NC3CC3)C2)cc1Cl (stereo not drawn)	-13	2	-4	2	0	-5	-1	-4	-2	-1
CC(C)CCNC(=O)Cn1cc2c(n1)CCCCC2	-10	10	-60	9	0	9	-1	?	.	-2
COc1ccc(CCC(=O)NCCS(=O)(=O)N2CCN(c3ccccc3)CC2)cc1	7	.	0	-4	7	.	0	4	-1	.
